RGS4 act – potentiators or activators of RGS4; HEK293 M3R/inducible RGS4, carbachol calcium flux Fluo4; stronger effect = lower value; 310,000 compounds, 0.92% hits; B-score at 10 µM;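 active = B-score of the integrated calcium signal more than 4 SD below the library mean, with starting fluorescence not abnormally high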;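 also: negative B-score means reduced calcium response which marks RGS4 activation or potentiation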
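Material: M3R-expressing HEK293 line, RGS4 induced by doxycycline | Schedule: Overnight RGS4 induction, 30 min dye load 37 °C, 20 min compound RT | Measured by: Fluo4 fluorescence kinetic imaging of calcium | Read-out: Integrated calcium ratio converted to B score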
KCNK9 block – blocks the human KCNK9 two-pore domain potassium channel; B-score at 10 µM; 310,000 compounds, 1.2% hits; HEK293 KCNK9, FluxOR thallium flux fluorescence; stronger effect = lower value;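 active = ratio B-score over 3 SD below the library mean, with starting fluorescence within 5 SD of its mean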;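 also: negative B-score means less thallium flux so channel inhibition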
HDAC3 inh – blocks human histone deacetylase 3; inhibition, % at 8.3 µM; recombinant HDAC3, fluorogenic peptide/trypsin coupled, fluorescence; 320,000 compounds, 0.15% hits; O15379; AID 2718; in the data active = inhibition above about 26%, passing the limit was not always enough
Target sequence (O15379 whole entry, looked up): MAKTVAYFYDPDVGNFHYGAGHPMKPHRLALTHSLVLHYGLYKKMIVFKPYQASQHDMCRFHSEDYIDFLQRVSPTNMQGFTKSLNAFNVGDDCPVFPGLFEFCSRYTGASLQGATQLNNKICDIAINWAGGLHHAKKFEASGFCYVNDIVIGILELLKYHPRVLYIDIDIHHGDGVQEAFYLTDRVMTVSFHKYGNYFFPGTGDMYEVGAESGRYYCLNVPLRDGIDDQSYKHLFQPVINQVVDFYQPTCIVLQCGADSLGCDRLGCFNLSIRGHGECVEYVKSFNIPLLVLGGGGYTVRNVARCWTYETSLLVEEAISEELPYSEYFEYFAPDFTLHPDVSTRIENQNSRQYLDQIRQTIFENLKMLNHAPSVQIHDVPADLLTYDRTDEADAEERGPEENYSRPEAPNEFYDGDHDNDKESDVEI
KCNQ1 act – potentiates or activates the human KCNQ1 potassium channel | B-score at 10 µM | CHO-K1 KCNQ1, thallium flux FluxOR fluorescence; stronger effect = higher value | 310,000 compounds, 0.35% hits | P51787;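 active = fluorescence ratio B-score, a plate-corrected score, at least three library SD, with initial intensity B-score within 5 SD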
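System: Stable KCNQ1 CHO-K1 line | Incubation: 90 min dye loading and 20 min compound exposure, both at room temperature | Measure: Ratio B score | Medium: Assay buffer for compound exposure, DMSO matched across wells | Compound dosing: Single-concentration screen | Probe or stimulus: K+/Tl+ depolarizing stimulus | Measured by: Kinetic FluxOR fluorescence, 10 s baseline plus 110 s post-stimulus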
KCNQ1 inh – blocks the human KCNQ1 potassium channel; P51787; CHO-K1 KCNQ1, FluxOR thallium flux fluorescence; stronger effect = higher value; B-score at 10 µM; 310,000 compounds, 1.3% hits; AID 2642;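 active = compounds whose thallium flux B-score, printed positive for inhibition, exceeds three library SD while starting fluorescence stays within three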;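 also: channel opened by potassium depolarization with thallium stimulus after 20 min compound exposure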
RGS4 inh – human RGS4 inhibition; P49798; HEK293 M3R/RGS4 inducible, Fluo-4 calcium flux; stronger effect = higher value; triggered by carbachol at its EC20; B-score at 10 µM; 310,000 compounds, 0.45% hits; AID 463165;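 active = B-score, a plate-corrected calcium signal, over three deviations above library mean, with baseline fluorescence within five deviations of library mean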;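 also: RGS4 expression induced by doxycycline in cells with stable M3 receptor; B-score is computed from the integrated fluorescence ratio over baseline after carbachol; higher B-score means a larger calcium signal and so more RGS4 inhibition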
Target sequence (P49798 whole entry, looked up): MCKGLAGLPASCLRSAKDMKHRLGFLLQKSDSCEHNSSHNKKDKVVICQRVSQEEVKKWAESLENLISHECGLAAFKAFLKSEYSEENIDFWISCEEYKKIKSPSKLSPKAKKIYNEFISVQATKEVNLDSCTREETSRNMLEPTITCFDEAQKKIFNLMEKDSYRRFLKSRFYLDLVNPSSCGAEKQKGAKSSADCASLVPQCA
KCNK3 inh – human KCNK3 channel inhibition, primary screen | O14649 | CHO-KCNK3 thallium flux, FluxOR fluorescence; stronger effect = lower value | B-score at 10 µM | 340,000 compounds, 0.84% hits | AID 602410;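 active = B-score under library mean minus 4 SD, starting fluorescence ratio at most library mean plus 5 SD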;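 also: more negative B-score means stronger inhibition of thallium flux through KCNK3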
Target sequence (O14649 whole entry, looked up): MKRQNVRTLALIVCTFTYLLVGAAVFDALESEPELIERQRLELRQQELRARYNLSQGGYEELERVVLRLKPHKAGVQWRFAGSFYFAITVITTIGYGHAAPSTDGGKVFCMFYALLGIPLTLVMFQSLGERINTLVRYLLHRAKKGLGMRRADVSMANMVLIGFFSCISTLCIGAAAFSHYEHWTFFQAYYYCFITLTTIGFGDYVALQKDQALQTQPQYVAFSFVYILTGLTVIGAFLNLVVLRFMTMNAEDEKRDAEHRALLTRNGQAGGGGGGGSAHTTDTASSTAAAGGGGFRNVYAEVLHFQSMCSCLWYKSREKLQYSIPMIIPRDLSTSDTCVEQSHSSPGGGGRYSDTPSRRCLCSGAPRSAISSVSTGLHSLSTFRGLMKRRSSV
TMEM16A act – activators or potentiators of mouse TMEM16A chloride channel | B-score at 10 µM | HEK293 TMEM16A/YFP-H148Q/I152L, iodide quench fluorescence; stronger effect = lower value | 340,000 compounds, 0.3% hits | Q8BHY3;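 active = fluorescence-ratio B-score plate-corrected deviation score at least 3 library SD below zero, with starting fluorescence score within 5 deviations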;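 also: channel opened by trigger with iodide after compound preincubation; score built on the fluorescence ratio of max minus min over baseline; more negative score means more quench and so TMEM16A activation or potentiation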
TMEM16A inh – mouse TMEM16A channel inhibition, primary screen; Q8BHY3; HEK293 TMEM16A/YFP iodide influx fluorescence, ionomycin; normalized B-score (activity score, 25-100; higher = stronger inhibition) at 10 µM; 310,000 compounds, 1.2% hits; AID 588511;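 active = ratio plate-corrected score three or more library SD toward inhibition, starting fluorescence score within five deviations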;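 also: score derived from kinetic fluorescence span divided by baseline fluorescence per well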
hERG rescue – compounds protecting human hERG from proarrhythmic drug block; Q12809; CHO-hERG, FluxOR thallium flux, dofetilide IC70 present; activation (rescue from dofetilide block), less the hit threshold, % at 10 µM; 310,000 compounds, 0.51% hits;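 active = activation above the mean of controls blocked by dofetilide plus 5 SD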;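 also: thallium influx through hERG after potassium depolarization seen as dye fluorescence rise; in these data hits start at about 4.7%; inactives centre near -7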
SKKanGAS inh – inhibitors of SKKanGAS S. pyogenes growth in kanamycin (SK-promoter or general growth effect); BacTiter-Glo, 6 h; inhibition, % at 7.5 µM; 300,000 compounds, 1.3% hits;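 active = mean replicate score, as percent of positive control median, at least 50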;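 also: strain carries kanamycin resistance gene driven by streptokinase promoter and grows in 40 µg/ml kanamycin; loss of luminescence reflects streptokinase promoter inhibition or plain growth inhibition; 0% = median of DMSO wells and 100% = positive control at its reference dose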
An asterisk follows results filed as active; i = inactive; · = no result given.

SMILES	RGS4 act	KCNK9 block	HDAC3 inh	KCNQ1 act	KCNQ1 inh	RGS4 inh	KCNK3 inh	TMEM16A act	TMEM16A inh	hERG rescue	SKKanGAS inh
Cc1ccc(NC(=O)CCn2c(=S)oc3ccccc32)cc1	i	i	2.4	i	i	i	i	i	i	-1.8	7.2
CC(=O)Nc1ccc(NC(=O)CC2Nc3cccc4cccc(c34)NC2=O)cc1 (stereo not given)	i	i	2.6	i	i	i	i	i	i	-6.6	-7.8
CC(C)N1CCN(Cc2cc(F)ccc2-n2cccn2)CC1CCO (stereo not given)	i	i	-0.2	i	i	i	i	i	i	-8.2	-16.2
O=C(NO)c1ccccc1C(F)(F)F	i	i	0.6	i	i	i	i	i	i	-9.1	1.8
Cc1ccc(S(=O)(=O)NNC(=O)C2CCN(S(=O)(=O)c3ccc(C)cc3)CC2)cc1	i	i	-1.6	i	i	i	i	i	i	-11.6	-4.9
C/C(=N/NS(=O)(=O)c1ccccc1)c1ccc(NC(=O)C2CC2)cc1	i	i	1.6	i	i	i	i	i	i	-4.9	-1.2
c1ccc(Cn2nnc3cnccc32)cc1	-8.45*	i	-0.7	i	i	i	i	i	i	-1.5	6.0
CCN(C(=O)COC(=O)C(Cc1ccccc1)N1C(=O)c2ccccc2C1=O)C1CCS(=O)(=O)C1 (stereo not given)	i	i	-0.7	8*	i	i	i	i	i	-8.2	3.6
O=C(Nc1cccc(C(F)(F)F)c1)c1sc(Cl)nc1C(F)(F)F	i	i	14.2	i	i	i	i	i	i	-12.7	7.6
COc1ccc(C(=O)c2c(N)sc3c2CCN(C)C3)cc1	i	i	7.2	i	i	i	i	i	i	-6.8	0.5
O=C(CS(=O)(=O)c1ccc(Cl)cc1)NCc1ccccc1	i	i	2.3	i	i	i	i	i	i	-6.2	2.1
Cc1ccc(NC(=O)c2ccc(NCCN)c([N+](=O)[O-])c2)cc1Cl	i	i	-7.6	i	i	i	i	i	i	-10.4	1.2
COc1ccc(N(C(=O)c2cccnc2)S(=O)(=O)c2cccc([N+](=O)[O-])c2)cc1	i	i	2.9	i	i	i	i	i	i	-6.8	-26.1
COc1ccc(OC)c(C(=O)NC2CC(C)(C)Cc3c2cnn3-c2ccccc2)c1 (stereo not given)	i	i	·	i	i	i	i	i	i	-14.3	-3.0
COc1nccnc1NS(=O)(=O)c1ccc(N)cc1	i	i	·	i	i	i	i	i	·	-7.6	2.0
COc1ccc(NS(=O)(=O)c2ccc(N/N=C(\C)c3ccncc3)c([N+](=O)[O-])c2)cc1	i	i	·	i	i	i	i	i	i	-6.4	3.7
Cc1ccc(CNC(=O)c2ccc(C)s2)cc1	i	i	5.4	i	i	i	i	i	i	-12.1	-4.8
C/C(=N\NC(=O)CCCNc1cccc(C)c1)c1ccncc1	i	i	-0.8	i	i	i	i	i	i	-8.1	7.3
CN1C(=S)N(c2cccnc2)C(=O)/C1=C\c1ccc(N(C)C)cc1	i	i	·	i	i	i	i	i	·	-10.8	11.5
O=C1c2ccccc2C(=O)c2c(NCCCN(CCO)CCO)cccc21	i	i	·	i	i	i	i	i	·	-7.4	16.7
Cc1ccn2c(CNCC3COCCO3)c(C(=O)N3CCCCCC3)nc2c1 (stereo not given)	i	i	2.4	i	i	i	i	i	i	-9.3	1.4
C=CCN(CC=C)C(=O)c1cccc(OC2CCN(CC(C)(C)C)CC2)c1	i	i	1.6	i	i	i	i	i	i	-10.0	1.1
Cc1cc(C)cc(N(CC(=O)NCCSCc2ccccc2)S(C)(=O)=O)c1	i	i	-6.5	i	i	i	i	i	i	-5.5	8.8
Cc1cccc(CN2CCN(C3CCCC3)C(CCO)C2)n1 (stereo not given)	i	i	5.3	i	i	i	i	i	i	-8.4	-0.2
CN(C(=O)Cc1noc2ccccc12)c1ccccc1	i	i	-11.0	i	i	i	i	i	i	-8.9	-0.1
CC(C)CC(=O)/C(=C/c1ccc(N(C)C)cc1)n1cncn1	i	i	15.5	i	i	i	i	i	i	-8.8	-6.2
Cn1c(N2CCC(C(N)=O)CC2)nc2c1c(=O)n(Cc1ccc(Br)cc1)c(=O)n2C	i	i	1.4	i	i	i	i	i	i	-6.8	11.7
N#C/C(=C\c1ccc(-c2ccc(C(=O)O)cc2)o1)C(=O)NCC1CCCO1 (stereo not given)	i	i	-2.2	i	i	i	i	i	i	-9.1	-6.9
O=C1CC(C2CCCO2)C(=O)N1c1cccc(Cl)c1 (stereo not given)	i	i	-4.4	i	i	i	i	i	i	-3.1	-8.2
COc1ccc(C2(CNC(=O)c3cccc([N+](=O)[O-])c3)CCOCC2)cc1	i	i	-3.7	i	i	i	i	i	i	-4.3	0.1
Cn1c(SCC(=O)Nc2ccc(Br)cc2F)nnc1-c1ccco1	i	i	4.7	i	i	i	i	i	i	-6.3	-8.8
COC(=O)C1[C@H]2C(=O)N(Cc3cccs3)C[C@]23C=C[C@H]1O3 (stereo not given in full)	i	i	7.0	i	i	i	i	i	i	-6.8	-10.0
Cc1cc(/C=N/NC(=O)CC2(C)OCCO2)c(C)n1-c1cc(Cl)cc(Cl)c1	i	i	3.6	i	i	i	i	i	i	-10.1	-2.1
Fc1ccccc1CSc1nncn1NCc1cccs1	i	i	0.9	i	i	i	i	i	i	-24.8	-3.7
CC(=O)c1ccc(NC(=O)CSc2ccc(-c3sc(C)nc3C)nn2)cc1	i	i	·	i	i	i	i	i	i	-4.7	17.8
C[C@@H]1C=C(C(=O)N2CCN(C)CC2)O[C@H](OCc2ccc(CO)cc2)C1	i	i	-0.8	i	i	i	i	i	i	-2.5	5.2
Nc1ccc(C(=O)N(CCO)CCO)cc1	i	i	9.1	i	i	i	i	i	i	-5.8	-2.4
Cc1nn(C)c2ncc(C(=O)c3ccccc3O)cc12	i	i	2.4	i	i	i	i	i	i	-9.9	3.5
O=C(Nc1ccc(F)c(Cl)c1)C1CC(=O)n2c(nc3ccccc32)N1 (stereo not given)	i	i	·	i	i	i	i	i	i	-11.8	5.1
COc1cccc(NC(=O)C2C3C=CC(O3)C2C(=O)NCc2cccnc2)c1 (stereo not given)	i	i	-7.3	i	i	i	i	i	i	-8.8	7.3
COc1ccc(C(=O)CC(=O)c2ccccc2)cc1	i	i	2.9	i	i	i	i	i	i	-7.7	-0.2
c1ccc2c(c1)OCc1cn[nH]c1-2	i	i	-2.6	i	i	i	i	i	i	-6.7	-4.8
CC(=O)N/N=C(/C)c1ccc(NC(=O)c2csc(C)c2C)cc1	i	i	-5.4	i	i	i	i	i	i	-7.1	-4.1
CC(=O)c1cccc(NC(=O)c2sc(Cl)nc2C)c1	i	i	-0.8	i	i	i	i	i	i	-6.0	0.3
COC(=O)c1ccc(CON2C(=O)c3ccccc3C2=O)cc1	i	i	4.5	i	i	i	i	i	i	-8.9	-5.0
CC(=O)c1cccc(NC(=S)NCCc2ccc(F)cc2)c1	i	i	-0.4	i	i	i	i	i	i	-2.4	-14.3
CCn1c2ccccc2c2cc(/C=N/O)ccc21	i	i	-4.1	i	i	i	i	i	i	-16.9	11.6
Cc1ccc(CNC(=O)CCCn2c(=O)c3ccccc3n(CC(=O)NCc3ccco3)c2=O)cc1	i	i	1.3	i	i	i	i	i	i	-5.6	0.4
CCOC(=O)C1CCN(Cc2cn[nH]c2-c2ccc(C)cc2)CC1	i	i	5.7	i	i	i	i	i	i	-7.2	5.1
Oc1ccc(-c2sc(Nc3ccccc3)n[n+]2-c2ccc(F)cc2)cc1	i	i	-2.9	i	i	i	i	i	i	-9.3	3.8
Later entries.
SMILES	RGS4 act	KCNK9 block	HDAC3 inh	KCNQ1 act	KCNQ1 inh	RGS4 inh	KCNK3 inh	TMEM16A act	TMEM16A inh	hERG rescue	SKKanGAS inh
CSc1nc2ccccc2cc1/C=C(\C#N)c1ccc(Cl)c(Cl)c1	i	i	10.0	i	i	i	i	i	i	-5.8	-1.0
COc1ccc(-c2nnc(NC(=O)CSc3ccccc3)s2)cc1OC	i	i	2.1	i	i	i	i	i	i	-6.8	-10.9
COc1cc([N+](=O)[O-])ccc1NC(=S)Nc1cc(C(=O)OC(C)C)cc(C(=O)OC(C)C)c1	i	i	4.7	i	6*	i	i	i	i	-11.5	3.9
CCc1cc(=O)n2c([nH]c3ccccc32)c1C#N	i	i	-1.6	i	i	i	i	i	i	-10.5	42.5
Cc1n[nH]c(=O)c2c(NC(=O)COC(=O)Cc3c(F)cccc3Cl)oc(C)c12	i	i	2.4	i	i	i	i	i	i	-13.4	-13.1
Cc1ccc(CN2CCN(/N=C\C(Br)=C\c3ccccc3)CC2)cc1	i	i	1.6	i	i	i	i	i	i	-0.7	-4.9
C=CCn1c(N)cc(=O)nc1SCC(=O)Nc1ccc(C(=O)OCC)cc1	i	i	6.6	i	i	i	i	i	i	-5.5	0.8
CC(=O)N1CN(C2CC(C)(C)NC(C)(C)C2)Cc2c1sc1c2CCCC1	i	i	12.2	i	i	i	i	i	i	-5.1	2.3
O=C(Nc1nc(-c2ccccc2)cs1)c1ccc(Br)o1	i	i	-7.9	i	i	i	i	i	i	-9.4	17.3
CCCn1c(C)c(C(=O)OCC)c(O)c(-c2ccccc2)c1=O	i	i	-0.8	i	i	i	i	i	i	-8.7	-6.0
O=C(NCc1ccc(F)cc1)c1cccs1	i	i	-6.5	i	i	i	i	i	i	-1.7	2.2
Cc1ccc(S(=O)(=O)N2CCCCC2)c(C)c1NS(C)(=O)=O	i	i	-1.1	i	i	i	i	i	i	-3.2	-7.9
CC(C)N1C(=O)N(c2ccc(Cl)cc2)C(C)(O)CC1(C)C (stereo not given)	i	i	-5.6	i	i	i	i	i	i	-1.7	-0.3
Cc1nnsc1C(=O)N1CCN(c2ccc(F)cc2)CC1	i	i	4.9	i	i	i	i	i	i	-9.6	-9.5
O=C(NC(Cc1ccccc1)C(=O)O)C1CCN(S(=O)(=O)c2ccccc2C(F)(F)F)CC1 (stereo not given)	i	i	-3.1	i	i	i	i	i	i	0.4	-9.5
